GCN5L2 inh: GCN5L2 (KAT2A) acetyltransferase inhibition. GCN5L2 HAT assay, ThioGlo1 CoA-SH fluorescence. 390,000 tested, 0.21% active. Potency, µM (highest dose often 58.9 µM), for inactives: at the highest dose activity change, negative = inhibition, most hits filed as inhibitors
Target sequence (Q92830 whole entry, looked up): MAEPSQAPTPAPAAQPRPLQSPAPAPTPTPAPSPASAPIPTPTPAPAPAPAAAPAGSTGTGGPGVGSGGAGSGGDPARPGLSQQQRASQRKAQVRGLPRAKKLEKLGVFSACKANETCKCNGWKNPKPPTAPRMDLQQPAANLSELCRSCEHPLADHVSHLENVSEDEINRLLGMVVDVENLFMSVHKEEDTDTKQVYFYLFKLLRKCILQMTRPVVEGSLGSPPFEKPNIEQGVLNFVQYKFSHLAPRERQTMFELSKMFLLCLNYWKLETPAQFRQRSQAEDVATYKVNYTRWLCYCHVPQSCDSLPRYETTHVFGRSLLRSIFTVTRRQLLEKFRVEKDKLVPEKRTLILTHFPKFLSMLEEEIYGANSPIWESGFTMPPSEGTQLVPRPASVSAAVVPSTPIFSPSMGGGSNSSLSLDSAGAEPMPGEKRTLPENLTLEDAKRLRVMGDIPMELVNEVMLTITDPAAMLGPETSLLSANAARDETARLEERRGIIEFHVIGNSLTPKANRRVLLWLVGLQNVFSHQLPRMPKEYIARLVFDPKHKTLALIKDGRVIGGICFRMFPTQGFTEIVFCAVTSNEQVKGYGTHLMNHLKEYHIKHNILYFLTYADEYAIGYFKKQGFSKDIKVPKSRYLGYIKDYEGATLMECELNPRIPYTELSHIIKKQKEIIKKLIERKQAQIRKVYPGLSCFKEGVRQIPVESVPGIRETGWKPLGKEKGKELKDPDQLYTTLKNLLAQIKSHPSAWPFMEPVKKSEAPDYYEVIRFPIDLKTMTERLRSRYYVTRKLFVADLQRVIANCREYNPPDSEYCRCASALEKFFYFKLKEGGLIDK
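qHTS, 1536-well. 20nM enzyme, pH 7.5 HEPES/EDTA/Tween-20 buffer; 15 min compound preinc., RT. Start: 75uM H3(1-25), 70uM AcCoA, 50uM ThioGlo1. Read Ex340/Em540 at t=0 (autofluorescence flag) and t=20 min.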
TDP1 cell noCPT: qHTS for Inhibitors of human tyrosyl-DNA phosphodiesterase 1 (TDP1): qHTS in cells in absence of CPT; Potency, µM (top dose mostly 46.2 µM), for the others: at the top dose activity change, negative = growth inhibition, hits mostly inhibitors; AID 686978, 2013; 420,000 tested, 15% active; DT40 Tdp1-/- hTDP1 cells, no CPT, ATP luminescence, 48 h; further: nearly all actives have a fitted effect of over 55% in size
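Camptothecin absent (DMSO only). Human TDP1-complemented DT40 knockout cells, 400 cells/well, 37 °C for minimum 48 hr; ATP measured via CellTiter-Glo, 30 min dark incubation, luminescence.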
TDP1 cell CPT: DT40-hTDP1 cell growth loss with CPT; Potency, µM (series often up to 46.2 µM), inactives show at the highest dose activity change, negative = growth inhibition, actives largely listed as inhibitors; chicken DT40 Tdp1-/-;hTDP1 cells + 20 nM CPT, ATP luminescence, 48 h; AID 686979; 420,000 tested, 12% active; further: nearly all actives have a fitted effect of over 55% in size
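Chicken DT40 Tdp1-/- cells complemented with human TDP1, 400 cells/well, exposed to compounds plus 20 nM camptothecin for at least 48 h at 37 C; viability read as ATP content by CellTiter-Glo luminescence.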
* hit, by the source's call; ? = inconclusive; nt = not tested or not shown. The call rests on the fitted dose curve; in most records, active means well fitted curve in the direction sought with a large enough effect; inconclusive means small, poorly fitted or top-dose-only effect, or another doubt; inactive means no such curve, though single readings can be large; an effect the other way counts as inactive or inconclusive. On the % scale 0 is the no-effect control and ±100 the full control effect; potency means the concentration at half of the fitted maximal effect.

1. Cn1c(O)c(/C=C2\C=Nc3ccccc32)sc1=Nc1ccc(C(=O)O)cc1
2. NC(=O)N/N=C/c1c(Sc2nnnn2-c2ccccc2)nc2ccccn2c1=O
3. Cc1cc(NC(=O)CCCC(=O)N(CC(=O)NCCc2ccccc2)Cc2ccc(F)cc2)no1
4. CNC(=O)C(=O)N/N=C/c1cccnc1
5. O=S(=O)(Nc1ccccn1)c1ccc(C(F)(F)F)cc1Cl
6. O=C(Nc1ccc(S(=O)(=O)N2CCOCC2)cc1)c1ccc(Br)o1
entry no.	1	2	3	4	5	6
GCN5L2 inh	-15%	?	-1%	-6%	0%	-4%
TDP1 cell noCPT	12%	2.6µM*	-9%	17%	-9%	-17%
TDP1 cell CPT	0%	2.9µM*	-15%	-3%	11%	?

Pulled by compound from the list above:
3. Cc1cc(NC(=O)CCCC(=O)N(CC(=O)NCCc2ccccc2)Cc2ccc(F)cc2)no1
6. O=C(Nc1ccc(S(=O)(=O)N2CCOCC2)cc1)c1ccc(Br)o1
entry no.	3	6
GCN5L2 inh	-1%	-4%
TDP1 cell noCPT	-9%	-17%
TDP1 cell CPT	-15%	?

More results:
7. Cc1ccc(-n2nc3c(=O)n(CC(=O)NCCc4ccccc4C)nc(C)c3c2C)cc1
8. COc1ccc(C(=O)NCC(c2ccc3c(c2)OCO3)N2CCOCC2)cc1OC (stereo unspecified)
9. O=C(CSC1=NCCN1)Nc1cccc(C(F)(F)F)c1
10. CCNc1nc(N)nc(Oc2ccc(OCC(=O)OC)nn2)n1
11. O=C(NCCc1ccccc1)c1cnc2ccccn2c1=O
12. CCCN(CC(=O)Nc1ccccc1C)C(=O)C1CC(=O)N(Cc2ccccc2)C1 (stereo unspecified)
entry no.	7	8	9	10	11	12
GCN5L2 inh	1%	2%	1%	-21%	-5%	?
TDP1 cell noCPT	?	?	?	0%	-16%	2%
TDP1 cell CPT	?	-23%	21µM*	-1%	-20%	-2%

A different layout for some results above.
nr | smiles | GCN5L2 inh | TDP1 cell noCPT | TDP1 cell CPT
7 | Cc1ccc(-n2nc3c(=O)n(CC(=O)NCCc4ccccc4C)nc(C)c3c2C)cc1 | 1% | ? | ?
8 | COc1ccc(C(=O)NCC(c2ccc3c(c2)OCO3)N2CCOCC2)cc1OC (stereo unspecified) | 2% | ? | -23%
9 | O=C(CSC1=NCCN1)Nc1cccc(C(F)(F)F)c1 | 1% | ? | 21µM*
10 | CCNc1nc(N)nc(Oc2ccc(OCC(=O)OC)nn2)n1 | -21% | 0% | -1%
11 | O=C(NCCc1ccccc1)c1cnc2ccccn2c1=O | -5% | -16% | -20%
12 | CCCN(CC(=O)Nc1ccccc1C)C(=O)C1CC(=O)N(Cc2ccccc2)C1 (stereo unspecified) | ? | 2% | -2%

Further entries follow:
13. COc1ccc(OC)c(NC(=O)c2ccc(CN3CCc4ccccc4C3)cc2)c1
14. Cc1nn(-c2nc(-c3ccc(F)cc3)cc(C(F)(F)F)n2)c(C)c1Cl
15. O=C(N/N=C/c1ccc([N+](=O)[O-])o1)c1ccccc1NS(=O)(=O)c1cccs1
16. CC(NC(=O)CSc1nc2ccccc2c(=O)n1CCCO)c1ccccc1 (stereo unspecified)
17. Cc1ccc(/C=C2/SC(=S)N(CCC(=O)N3CCN(C)CC3)C2=O)cc1
18. CC(C)C(NC(=O)C1CCCCC1)C(=O)Nc1ccncc1 (stereo unspecified)
entry no.	13	14	15	16	17	18
GCN5L2 inh	-12%	1%	-4%	2%	4%	-7%
TDP1 cell noCPT	?	18µM*	?	-18%	18µM*	0%
TDP1 cell CPT	?	18µM*	?	-17%	?	-13%

19. Cc1n[nH]c(=O)c2ccccc12
20. CN(Cc1ccc(F)cc1)C(=O)c1ccc(NS(=O)(=O)c2ccccc2)cc1
21. CC(=O)c1cccc(NC(=O)N2CCC(NC(=O)c3ccco3)CC2)c1
22. CCC(=O)OC1(C)C(=O)C=C2C=C(c3ccc(C#N)cc3)OC=C2C1=O (stereo unspecified)
23. c1ccc(-c2noc(-c3ccc4c(c3)OCO4)n2)nc1
24. Cc1ccc(C)c(NC(=O)Cn2nnc(C(=O)NCCc3ccccc3)c2N)c1
entry no.	19	20	21	22	23	24
GCN5L2 inh	-1%	-11%	-1%	nt	-10%	-19%
TDP1 cell noCPT	5%	?	-11%	-12%	5.2µM*	2%
TDP1 cell CPT	-29%	-27%	-26%	-2%	5.2µM*	6%

25. CCOc1ccccc1NC(=O)CSc1nnc(-c2cccnc2)o1
26. COc1ccc(CNc2nc(-c3c(C)noc3C)nc3ccccc23)c(OC)c1
27. NNc1nnc(-c2ccccc2)c(-c2ccccc2)n1
28. COc1ccc(CC(=O)N(Cc2cc3cc(OC)ccc3[nH]c2=O)C(C)C)cc1
29. Brc1cc(Br)c2nc3c(cc2c1)CCC3
30. Cn1c2ccccc2c2cnn(CC(=O)O)c(=O)c21
entry no.	25	26	27	28	29	30
GCN5L2 inh	0%	-25%	0%	3%	-2%	4%
TDP1 cell noCPT	-14%	?	16µM*	?	0%	4%
TDP1 cell CPT	2%	?	13µM*	?	-2%	-11%

31. CCc1ccc(OCc2n[nH]c(=S)n2C(C)CCCC(C)C)cc1 (stereo unspecified)
32. CCN(C(=O)C(C)Sc1ccc(S(=O)(=O)N2CCOCC2)cn1)c1ccccc1 (stereo unspecified)
33. CSc1cccc(NC(=S)N2CCC(N(C)C3CCCCC3C)CC2)c1 (stereo unspecified)
34. O=C(Nc1ccccc1)c1cnc[nH]1
35. COc1ccc(NC(C)=O)cc1NS(=O)(=O)c1ccc2c(c1)OCCO2
36. N=c1n(Cc2ccc(Cl)cc2)c2ccccc2n1CC(O)COc1ccccc1 (stereo unspecified)
entry no.	31	32	33	34	35	36
GCN5L2 inh	-15%	2%	-1%	2%	3%	-2%
TDP1 cell noCPT	?	18µM*	?	4%	5%	8.2µM*
TDP1 cell CPT	?	?	10%	-7%	-4%	?

Brought forward from above: 3 entries; new compounds follow.
34. O=C(Nc1ccccc1)c1cnc[nH]1
35. COc1ccc(NC(C)=O)cc1NS(=O)(=O)c1ccc2c(c1)OCCO2
36. N=c1n(Cc2ccc(Cl)cc2)c2ccccc2n1CC(O)COc1ccccc1 (stereo unspecified)
37. COc1ccc(NC(=O)CSc2ccc(C)cc2)cc1
38. COc1cc(Cl)c(C)cc1NC(=O)CCn1cnc2onc(-c3ccc(F)cc3)c2c1=O
39. CCCCOc1ccc(C(=O)Nc2ccc(OCC(=O)N3CCOCC3)cc2)cc1
40. CCCCC(=O)Nc1cc(C(=O)NCCc2ccccc2)ccc1Cl
41. CC(=O)Nc1ccc(C(=O)N2CCCCC2c2cc(C(=O)NCc3cccnc3)no2)cc1 (stereo unspecified)
42. CC(=O)c1c(N2CCN(CCO)CC2)nc(=S)n(-c2ccccc2)c1C
entry no.	34	35	36	37	38	39	40	41	42
GCN5L2 inh	2%	3%	-2%	-1%	24%	-16%	-7%	nt	-10%
TDP1 cell noCPT	4%	5%	8.2µM*	-19%	?	-19%	-21%	-2%	14%
TDP1 cell CPT	-7%	-4%	?	0%	18µM*	-17%	-2%	-2%	-3%

43. N#CC1=C(N)Oc2cc(O)ccc2C1c1cccnc1 (stereo unspecified)
44. Cc1nc(CS(=O)(=O)c2ccc(Cl)cc2)cc(Sc2ccc(Cl)cc2)n1
45. Cc1cc(C(=O)NCc2ccccc2Cl)c2ccccc2n1
46. N#Cc1nc(N2CCCCC2)nc(N2CCCCC2)n1
entry no.	43	44	45	46
GCN5L2 inh	-3%	-3%	-7%	nt
TDP1 cell noCPT	-12%	?	?	13µM*
TDP1 cell CPT	-3%	-8%	-9%	?

Screening results as filed in PubChem.

This is a random part of the collection. About 18% of those tested had a hit in this group.
